TNAP act DEA = activates human TNAP at intermediate phosphate acceptor concentration; activation factor at 20 µM; purified TNAP, CDP-star luminescence, 100 mM DEA, 30 min; hits give high values; scale: 0 levamisole-inhibited, 1 vehicle-only enzyme; AID 813; P05186; 64,000 tested, under 10 active;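 active = activation factor of at least 2 at 20 µM, relative to controls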
M1 antag = antagonists of rat M1 muscarinic receptor. P08482. B-score at 10 µM. CHO-M1 cells, Fluo-4 calcium, ACh EC80 antagonist mode; hits give low values. hit rate 3.4% among 64,000. AID 628;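 active = calcium fluorescence response, raw or row-and-column corrected B-score, differing from the plate sample mean either way at a set confidence level, mostly lower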
Target sequence (P08482 whole entry, looked up): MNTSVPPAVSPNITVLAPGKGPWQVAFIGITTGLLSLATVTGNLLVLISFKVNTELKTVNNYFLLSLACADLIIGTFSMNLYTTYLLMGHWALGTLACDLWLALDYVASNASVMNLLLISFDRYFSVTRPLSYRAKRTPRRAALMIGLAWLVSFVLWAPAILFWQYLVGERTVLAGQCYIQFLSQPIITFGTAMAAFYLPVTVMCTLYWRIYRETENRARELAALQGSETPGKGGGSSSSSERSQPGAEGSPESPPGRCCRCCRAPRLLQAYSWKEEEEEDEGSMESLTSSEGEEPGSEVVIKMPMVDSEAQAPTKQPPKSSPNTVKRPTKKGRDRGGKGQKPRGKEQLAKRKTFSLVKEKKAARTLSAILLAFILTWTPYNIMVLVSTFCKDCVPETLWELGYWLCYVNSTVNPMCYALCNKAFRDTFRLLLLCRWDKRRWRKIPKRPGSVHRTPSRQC
Jurkat tox 60K = cytotoxic compounds reducing Jurkat cell viability; Jurkat E6.1 viability, ATP luminescence, 48 h; inhibition, % at 4 µM; hit rate 1.2% among 56,000;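 active = inhibition above the mean inhibition of all tested compounds plus 3 SD, cut at about 28% in these data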
M1 ag = activates the M1 muscarinic receptor; CHO-M1 cells, Fluo-4 calcium fluorescence, agonist mode; hits give high values; B-score at 10 µM; hit rate 3% among 64,000;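 active = fluorescence rise, raw or as B-score row- and column-corrected plate score, outside the 99.7% band of its plate's samples, either direction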
S1P1 ag-PAM = S1P1 (human) agonism or agonism potentiation; P21453; hit rate 0.57% among 56,000; S1P1 CRE-bla cells, forskolin, beta-lactamase FRET, potentiator mode; S1P1 agonist co-added at EC20, 2 nM; 100% = saturating reference agonist, 0% = basal; activation, % at 9.5 µM;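 active = activation above a cutoff set at the mean activation of all tested compounds plus 3 SD, cut at about 54% in these data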;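 note: forskolin at 4 µM as EC80 and the EC20 agonist is SEW2871; 100% = SEW2871 at its EC100 plus forskolin at EC80; some compounds past the cut are filed as inactive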
E coli RNAP = Escherichia coli RNA polymerase inhibition; P0A8V2; hit rate 0.2% among 62,000; inhibition, %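 (tested at 10 µM)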; E. coli RNA polymerase, fluorescence transcription assay; in the data active = inhibition above about 20%;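 note: 0% = enzyme without compound and 100% = no enzyme blank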
HEK293 NFkB inh = lowers PMA/ionomycin-induced NF-kB signal in HEK293 cells | inhibition, % at 3 µM | HEK-293 NF-kB luciferase reporter, luminescence | hit rate 0.21% among 62,000;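 active = inhibition above the mean of all tested compounds plus 3 SD, cut at about 40% in these data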;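 note: 0% = stimulated DMSO wells and 100% = 10 µM reference inhibitor 5653914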
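Material: HEK-293 cells with stable firefly luciferase reporter driven by four HIV NF-kB elements / Also added: PMA plus ionomycin mix as NF-kB-activating stimulus / Compound dosing: 3 µM once, 0.30% DMSO / Times: 1 h pretreatment, 16 h stimulation, 37 °C / Signal: luminescence / Evaluation: per-plate % inhibition versus controls / Benchmarks: DMSO and 10 µM reference inhibitor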
D1 mod = allosterically modulates the human D1 dopamine receptor; HEK293 D1, CRE-luciferase, dopamine EC30 potentiation; actives deviate in either direction; B-score at 10 µM; AID 641; P21728; hit rate 5.9% among 58,000;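 active = luminescence count or its row- and column-corrected plate score outside the 99.7% band of the plate's sample wells, on either side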
S1P3 agonist = S1P3 (human) receptor agonism; S1P3 NFAT-BLA reporter cells, FRET ratio; relative to 1 µM S1P, basal subtracted; activation, % at 4.5 µM; hit rate 0.1% among 60,000; AID 373;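 active = activation above the screen-wide mean plus 3 SD, cut at about 4.5% in these data, passing the limit was not always enough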; note: some compounds called inactive have numbers as strong as hits
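Measure – % activation relative to 1 µM S1P (100%), per plate · System – stable CHO line with human S1P3, Gα16, NFAT-BLA reporter · Timing – cells plated overnight, compound 4 h 37 °C, substrate 2 h RT · Technique – fluorescent BLA substrate, ex 405 nm, em 460/535 nm ratio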
Numbers without * were called inactive; · = no result given.

[1] O=C(COC(=O)c1ccc(S(=O)(=O)N2CCOCC2)cc1)Nc1nc(-c2ccccc2)cs1
[2] CCc1nc(C)ccc1OCC(=O)O
[3] O=C(c1cccc(S(=O)(=O)N2CCCCC2)c1)N1CCOCC1
[4] O=C(O)CCC(=O)Nc1ccccc1N1CCOCC1
[5] Cc1cc(Oc2ccc(Cl)cc2)nc(-c2ccccc2O)n1
[6] O=C(NCc1ccccc1)N1CCC(c2nc3ccccc3[nH]2)CC1

screen / no. | 1 | 2 | 3 | 4 | 5 | 6
TNAP act DEA | 0.9 | 0.9 | 0.9 | 0.9 | 0.9 | 1
M1 antag | -1.6 | 0.77 | 0.73 | -0.0076 | 0.13 | -0.0062
Jurkat tox 60K | 2 | 1 | 2 | -3 | · | 4
M1 ag | 0.089 | 0.17 | 0.14 | -1.5 | -1.6 | 0.27
S1P1 ag-PAM | -28 | -27 | 0 | -7 | · | 0
E coli RNAP | -9 | 3 | 4 | · | 6 | 1
HEK293 NFkB inh | -9 | 6 | 8 | 3 | 21 | 11
D1 mod | -0.092 | -0.17 | 0.011 | -0.83 | 1.8 | 0.17
S1P3 agonist | -1.5 | -0.4 | -1.2 | 0.1 | · | -0.2

Continued; the last two above are carried over.
[5] Cc1cc(Oc2ccc(Cl)cc2)nc(-c2ccccc2O)n1
[6] O=C(NCc1ccccc1)N1CCC(c2nc3ccccc3[nH]2)CC1
[7] Cc1occc1-c1nnc(SCC(=O)Nc2nccs2)n1CCc1ccccc1
[8] Cc1cc(C(C)(C)C)ccc1OCCN(C)C
[9] CCCS(=O)(=O)N1CCCC(C(=O)NCc2cccnc2)C1 (configuration not stated)
[10] CC(NC(=O)c1ccncc1)C(c1cccs1)N1CCOCC1 (configuration not stated)
[11] Cc1cccnc1NC(=O)C(C)Oc1ccccc1 (configuration not stated)
[12] Cn1c(SCC(=O)N2CCN(c3cccc(Cl)c3)CC2)nnc1-c1ccncc1

screen / no. | 5 | 6 | 7 | 8 | 9 | 10 | 11 | 12
TNAP act DEA | 0.9 | 1 | 0.8 | 0.9 | 1 | · | 1 | 0.9
M1 antag | 0.13 | -0.0062 | -0.12 | 0.054 | -0.38 | -1.2 | -0.21 | -5.8e-05
Jurkat tox 60K | · | 4 | -9 | -4 | -2 | 2 | 4 | 8
M1 ag | -1.6 | 0.27 | -0.05 | -0.44 | 0.82 | 0.016 | 0.3 | -0.91
S1P1 ag-PAM | · | 0 | 1 | -8 | -40 | 1 | -8 | 10
E coli RNAP | 6 | 1 | 6 | 11 | -7 | · | -3 | -3
HEK293 NFkB inh | 21 | 11 | 3 | 7 | 19 | 0 | 16 | 19
D1 mod | 1.8 | 0.17 | -0.013 | -0.38 | -0.82 | 0.25 | -0.0056 | 0.19
S1P3 agonist | · | -0.2 | -0.4 | 0.0 | -0.9 | -1.6 | -0.3 | -0.4

[13] O=C(c1cc(-c2ccccc2)on1)N1CCCC1
[14] Cc1nc(NC(=O)CSc2nnnn2Cc2ccccc2)sc1C
[15] COC(=O)CSc1nc(N)c(C#N)c(C(C)C)c1C#N
[16] Oc1c(C(c2cccs2)N2CCN(c3ccc(F)cc3)CC2)sc2ncnn12 (configuration not stated)
[17] CC1CCN(C(=O)CSc2nnc(Cn3c(=O)sc4ccccc43)n2C)CC1
[18] OC(COCc1ccccc1)CN1CCCC1 (configuration not stated)

screen / no. | 13 | 14 | 15 | 16 | 17 | 18
TNAP act DEA | 0.9 | 0.9 | 0.9 | 0.8 | 1 | 0.9
M1 antag | -0.1 | -0.054 | 0.11 | -0.7 | 0.33 | 0.17
Jurkat tox 60K | -6 | -5 | -3 | -3 | 3 | -4
M1 ag | 0 | 0.022 | 0.044 | 0.074 | -1.3 | 0.62
S1P1 ag-PAM | -28 | -5 | -20 | -62 | -29 | -18
E coli RNAP | 10 | · | 5 | 9 | 0 | 15
HEK293 NFkB inh | -27 | 8 | 10 | -1 | 7 | 9
D1 mod | -2.5 | 0.71 | 1.8 | -1.1 | 0.25 | -1.3
S1P3 agonist | -0.2 | 0.3 | -0.5 | -0.2 | 1.0 | 0.8

[19] CSCCC(NC(=O)c1ccco1)C(=O)OCC(=O)Nc1sccc1C#N (configuration not stated)
[20] O=C(NC(=Nc1ccccc1)N1CCOCC1)Nc1ccccc1
[21] CCOC(=O)c1ccc(S(=O)(=O)N2CCN(CC(=O)NC(=O)NC3CCCCC3)CC2)cc1
[22] CC1(C)c2ccccc2N2CC(=O)N(CC(N)=O)C21C (configuration not stated)
[23] Cn1nc(C(=O)NCc2cccnc2)c2ccccc2c1=O
[24] COc1cc(-c2nn3c(-c4ccco4)nnc3s2)cc(OC)c1OC

screen / no. | 19 | 20 | 21 | 22 | 23 | 24
TNAP act DEA | 0.9 | 0.9 | 0.9 | 1 | 0.9 | 1
M1 antag | 0.36 | 0.76 | -0.63 | -0.47 | · | 0.3
Jurkat tox 60K | 0 | -1 | -2 | 1 | 2 | ·
M1 ag | -0.82 | -0.21 | 1.1 | -0.25 | · | 0.41
S1P1 ag-PAM | 6 | -1 | -6 | -11 | -14 | -6
E coli RNAP | 5 | 11 | 6 | 4 | -8 | 2
HEK293 NFkB inh | -3 | 12 | 4 | 4 | 17 | ·
D1 mod | 1 | 0.29 | -0.58 | 0.57 | 0.25 | ·
S1P3 agonist | 0.4 | 0.2 | -1.0 | -1.1 | -1.4 | -2.9

Record cards, as listed above:
Entry for CCOC(=O)c1ccc(S(=O)(=O)N2CCN(CC(=O)NC(=O)NC3CCCCC3)CC2)cc1 : TNAP act DEA = 0.9; M1 antag = -0.63; Jurkat tox 60K = -2; M1 ag = 1.1; S1P1 ag-PAM = -6; E coli RNAP = 6; HEK293 NFkB inh = 4; D1 mod = -0.58; S1P3 agonist = -1.0
Entry for CSCCC(NC(=O)c1ccco1)C(=O)OCC(=O)Nc1sccc1C#N (configuration not stated) : TNAP act DEA = 0.9; M1 antag = 0.36; Jurkat tox 60K = 0; M1 ag = -0.82; S1P1 ag-PAM = 6; E coli RNAP = 5; HEK293 NFkB inh = -3; D1 mod = 1; S1P3 agonist = 0.4

Further structures:
[25] Cc1cc(C)nc(N2CCCC(C(=O)NCCc3ccc(F)cc3)C2)n1 (configuration not stated)
[26] CCCP(=O)(CC(=O)N(CC)CC)c1ccccc1 (configuration not stated)
[27] O=C(c1ccco1)N1CCn2c1nc1ccccc12
[28] O=C(NCC(c1cccnc1)N1CCN(c2ccc(F)cc2)CC1)c1ccc2c(c1)OCO2 (configuration not stated)

screen / no. | 25 | 26 | 27 | 28
TNAP act DEA | 0.9 | 1 | 0.9 | 1
M1 antag | -0.0029 | -0.25 | 0.12 | 0.61
Jurkat tox 60K | -4 | -4 | 8 | ·
M1 ag | 1.7 | -0.073 | -0.64 | 0.19
S1P1 ag-PAM | -9 | -22 | -10 | ·
E coli RNAP | 12 | 4 | 5 | 12
HEK293 NFkB inh | 10 | 13 | 2 | 24
D1 mod | 0.58 | -0.78 | 0.045 | -1.2
S1P3 agonist | 0.1 | -1.1 | -0.8 | ·
